Source: PubChem BioAssay
ssDAF12 agonist = activates DAF-12 receptor from parasite S. stercoralis | activation, % at 6.8 µM | HEK293 ssDAF-12/GRIP1 lit1-tk-luc reporter, luminescence; % of 3 µM dafachronic acid response | hit rate 1% among 370,000 | AID 652126;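 active means activation above the mean over all tested compounds plus 3 SD, cut at about 0.9% in these data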;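 further: 0% = DMSO-only wells and 100% = 3 µM delta7-dafachronic acid wells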
hgDAF-12 ag = hgDAF-12 agonism, primary luciferase screen | HEK293 GAL4-hgDAF12 UAS-luciferase reporter, agonist luminescence; normalized to butyrate control | activation, % at 6.8 µM | AID 687014 | hit rate 1.8% among 370,000;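 active means activation above a cutoff set at the mean of all screened compounds plus 3 SD, cut at about 10% in these data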;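 further: 0% = DMSO wells and 100% = sodium butyrate wells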
MBD2 DNA inh = MBD2-methylated oligo binding inhibition. Q9UBB5. TR-FRET, MBD2 binding to methylated oligonucleotide. inhibition, % at 4.4 µM. hit rate 0.31% among 370,000; in the data active means inhibition above about 13%
PLC-beta3 inh = blocks human PLC-beta3 enzyme activity; Q01970; Purified PLC-beta3, fluorogenic substrate, fluorescence; inhibition, % at 12.2 µM; hit rate 0.18% among 370,000; AID 720704; in the data active means inhibition above about 11%;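 further: 0% = median of compound wells on plate and 100% = full blocker control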
DAX1 inh-1 = DAX1 (NR0B1) inhibition, primary screen | inhibition, % at 6.8 µM | HEK293T StAR-luciferase reporter, SF-1/DAX-1 repression relief | AID 652010 | hit rate 1.1% among 370,000;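 active means inhibition above the mean over all tested compounds plus 3 SD, cut at about 3.6% in these data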;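 further: 0% = DAX-1 cells with DMSO and 100% = cells lacking DAX-1 with DMSO; higher inhibition means more luminescence from relief of DAX-1 repression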
ADAM17 inh = inhibitors of human ADAM17; recombinant ADAM17, EDANS/DABCYL FRET peptide cleavage; inhibition, % at 6.95 µM; hit rate 0.83% among 370,000; AID 720648;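 active means inhibition above the mean of compounds lying between control limits plus 3 SD, set per campaign, cut at about 8.5% in these data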;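 further: 0% = DMSO-only wells as the low control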
Rev-erbA mod = modulates human Rev-erb alpha binding to DNA; P20393; Rev-erbα–FITC-DNA binding, fluorescence polarization, 90 min; activity, % at 10 µM; hit rate 0.79% among 370,000; AID 1259318;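 active means activity above about 14%, limit read from the data; passing the limit was not always enough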;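 further: 0% = DMSO wells with 35 nM protein and 100% = DMSO wells with 750 nM protein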
hcDAF12 agonist = H. contortus DAF-12 activation, primary screen | AID 652067 | activation, % at 6.8 µM | HEK293 hcDAF-12 lit1-tk-luc reporter, luminescence; 0% DMSO, 100% Δ7-dafachronic acid | hit rate 1.4% among 370,000;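 active means activation above the mean of all tested compounds plus 3 SD, cut at about 5.5% in these data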;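 further: 100% = response to 3 µM Δ7-dafachronic acid high control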
PLC-gamma1 inh = blocks human PLC-gamma1 enzyme activity. inhibition, % at 12.2 µM. purified PLC-gamma1, fluorogenic substrate, fluorescence. hit rate 0.84% among 370,000; in the data active means inhibition above about 9.5%
DAX1 inh-2 = inhibits human nuclear receptor DAX1. HEK293 Gal4-DAX1 luciferase reporter, luminescence. inhibition, % at 6.75 µM. hit rate 0.99% among 340,000. AID 504766;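 active means inhibition above the mean over all tested compounds plus 3 SD, cut at about 4.2% in these data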;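 further: 0% = DAX1-transfected cells with DMSO and 100% = empty-vector control cells with DMSO; inhibition shows as a rise in luminescence from relieved DAX1 repression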
SMARCA2 activ = increases SMARCA2 function in MMTV reporter cells | MG213 cells, MMTV-luciferase reporter, dexamethasone, overnight | activation, % at 9.1 µM | hit rate 1% among 370,000 | AID 652017; in the data active means activation above about 7.8%;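 further: 0% = vehicle wells and 100% = reference activator wells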
Numbers without * were called inactive; i = inactive; nt = no result given.

SMILES	ssDAF12 agonist	hgDAF-12 ag	MBD2 DNA inh	PLC-beta3 inh	DAX1 inh-1	ADAM17 inh	Rev-erbA mod	hcDAF12 agonist	PLC-gamma1 inh	DAX1 inh-2	SMARCA2 activ
COc1ccc(NC(=O)CSc2nnc3ccc(-c4ccncc4)nn23)cc1OC	-1.5	-1.6	6	-7	-0.1	-4	13	0.5	1	1.9	-2
Cc1ccccc1CNC(=O)c1ccc(Cl)c([N+](=O)[O-])c1	-1.3	-3.1	3	-2	-0.2	0	0	-3.6	-2	-0.6	-2
Clc1ccc(CNC2CCCC2)c(Cl)c1	-1.1	1.7	-6	7	-0.3	1	-1	-1.2	4	2.0	-2
COCCn1nnnc1SCC(=O)N1CCCCC1	-1.1	-1.1	4	1	0.4	1	-6	-0.3	3	0.7	-6
C=C(C)c1ccc(C(C)(C)NC(=O)NCc2ccco2)cc1	-1.5	-1.8	5	3	0.0	-1	-2	-0.9	1	0.5	-1
O=C(CCNC(=O)c1ccco1)Nc1ccc(OC(F)F)cc1	-0.8	-1.2	2	-4	0.0	-2	8	-0.4	2	0.0	3
CC(=O)c1sc(NC(=O)COc2ccc(Cl)cc2C)nc1C	-1.4	-4.5	0	-6	0.0	1	84*	-0.3	3	1.8	0
CC(SCc1nc2sc3c(c2c(=O)[nH]1)CCCC3)C(=O)Nc1ccccn1 (stereo not drawn)	-0.6	0.4	1	-40	-0.7	-89	-6	0.0	-32	-0.6	-1
O=C(CSc1nnc2n1CCCN2)c1ccc(Cl)cc1	-1.6	-1.0	6	-2	-0.4	-5	1	2.6	-2	0.3	-1
CCN(C(=O)Cc1ccc(NC2=NC3CS(=O)(=O)CC3S2)cc1)c1ccccc1 (stereo not drawn)	0.0	-1.2	0	-2	-0.1	-4	3	-2.3	-2	0.0	0
C=CCNC(NC(=O)c1ccccc1)(C(=O)OCC)C(F)(F)F (stereo not drawn)	-1.5	6.5	-3	2	1.1	-2	2	-1.4	1	1.3	2
COc1ccc(OC)c(C(=O)NC(CC(N)=O)c2ccc(NCc3ccccn3)c([N+](=O)[O-])c2)c1 (stereo not drawn)	-0.8	0.8	-10	1	0.1	-4	7	0.0	0	1.4	0
Nc1nc(CSC(=S)N2CCCCC2)nc(Nc2ccccc2)n1	-1.3	6.3	1	0	0.9	-1	1	2.1	-2	0.8	4
c1ccc(OCCOCCN2CCN(C(c3ccccc3)c3ccccc3)CC2)cc1	-0.4	0.3	0	3	-0.4	4	-2	2.7	6	-1.9	-2
c1ccc(-c2csc(-c3ccncc3)n2)cc1	-1.0	3.1	-5	-85	-0.4	-14	4	0.5	-52	0.5	-2

Single values from above.
Under PLC-beta3 inh, CC(SCc1nc2sc3c(c2c(=O)[nH]1)CCCC3)C(=O)Nc1ccccn1 (stereo not drawn) has -40
Under MBD2 DNA inh, CCN(C(=O)Cc1ccc(NC2=NC3CS(=O)(=O)CC3S2)cc1)c1ccccc1 (stereo not drawn) has 0

(further entries)
SMILES	ssDAF12 agonist	hgDAF-12 ag	MBD2 DNA inh	PLC-beta3 inh	DAX1 inh-1	ADAM17 inh	Rev-erbA mod	hcDAF12 agonist	PLC-gamma1 inh	DAX1 inh-2	SMARCA2 activ
O=C(c1cc2ccccc2o1)N1CCN(S(=O)(=O)c2ccc(F)c(F)c2F)CC1	-0.1	0.0	3	-2	-0.8	-2	-1	-1.2	2	0.0	1
COc1cccc(C(=O)NNC(=O)C(=O)Nc2ccc(C)c(Cl)c2)c1	-0.9	1.3	-7	-13	0.0	6	-2	1.9	-7	0.2	-3
OCC(CO)(CO)NC(=S)Nc1cc(Cl)cc(Cl)c1	-0.7	0.1	0	-6	-0.1	-1	-3	-0.5	8	-0.3	-5
Cc1cccc(C)c1-n1nnnc1-c1nc2cc(Br)ccc2[nH]c1=O	-0.3	0.9	0	-2	0.7	-4	-4	0.0	-4	nt	-1
C/C(=N\Nc1ccc([N+](=O)[O-])cc1)c1ccc2c(c1)OCO2	-1.2	4.2	-2	-38	-0.3	1	7	-0.4	-39	1.3	8
O=C(Nc1ccc(F)cc1)Nc1nnc(COc2ccccc2F)s1	-1.4	-1.0	4	6	0.1	7	-7	-1.2	11*	-0.5	-5
CCCCNC(=O)CNC(=S)N(Cc1cc(OC)c(OC)c(OC)c1)C1CCCC1	-0.4	-0.6	-1	10	0.4	3	-5	-0.4	8	0.0	-5
O=c1cc(C(Cl)(Cl)Cl)oc2c1ccc1ccccc12	0.2	-0.6	2	-14	-0.1	-3	-3	-1.6	-8	-0.7	-1
CCOC(=O)c1cc(C#N)c(N2CCOCC2)nc1-c1ccccc1	-1.1	-2.5	2	-131	-1.9	-13	5	-0.4	-126	-0.3	0
CC(=O)Nc1ccc(NC(=O)COc2ccc3c(c2)CCC3)cc1	-1.3	-0.6	2	-3	0.2	0	-6	0.2	1	1.9	2
CC(C)(C)NC(=O)C1C(c2ccc(C(F)(F)F)cc2)=Nc2ccccc2N1C(=O)c1cccc2ccccc12 (stereo not drawn)	-0.1	3.1	7	-4	0.5	-5	0	2.2	-3	nt	-3
COc1ccc(CCNC(=O)C(C)c2ccc([N+](=O)[O-])cc2)cc1 (stereo not drawn)	-1.8	-5.0	2	5	-1.1	1	4	-2.9	3	-0.1	-1
O=C(NCCCN1CCCCCC1)C1CC(=O)N(CCc2ccccc2)C1 (stereo not drawn)	-1.7	0.1	-3	-3	0.6	-4	4	-0.4	-1	0.0	-1
COc1ccc(C(=O)N(C)C2CCCCC2)cc1S(=O)(=O)N1CCOCC1	-1.2	-3.7	2	-3	-0.7	-3	9	-1.2	0	0.3	-1
COc1cccc(C2=NOC(C(=O)Nc3cccc(C(C)=O)c3)C2)c1OC (stereo not drawn)	-1.1	-1.1	-4	0	-0.6	3	0	-2.7	3	1.0	-4
CCn1c(CNC(=O)c2ccco2)nnc1SCC(=O)c1ccccc1	-1.3	2.0	-1	2	0.1	-2	-6	-0.5	-1	-0.4	1
Cc1ccccc1S(=O)Cc1ccc(C(=O)N2CCN(C(=O)c3ccco3)CC2)o1 (stereo not drawn)	-1.0	0.6	1	4	-0.5	1	3	1.3	0	-0.2	-2
COc1ccc(C(=O)Nc2ccc(S(=O)(=O)Nc3onc(C)c3C)cc2)cc1OC	-1.4	-1.2	-4	1	0.5	-2	1	0.5	0	1.6	-1
CC1(C(=O)N2Cc3ccccc3C2)CCN1C(=O)C1(c2ccc(Cl)cc2)CC1 (stereo not drawn)	-1.6	-2.6	3	0	-0.4	-2	-3	-2.1	0	nt	-2
O=C(Nc1cccc2ccccc12)N1CCN(c2ncccn2)CC1	-0.9	3.0	-6	-94	-0.4	-56	-1	1.6	-69	1.7	0
Cc1cc(OCC(=O)Nc2nccs2)c2c(C)c(C)c(=O)oc2c1	-1.2	-1.9	1	-7	-2.5	-10	14	-0.1	-4	1.0	-3
Cc1ccc(NC(=O)CSc2nnc(-c3cccnc3)n2Cc2ccco2)c(C)c1	-1.4	-3.1	-1	-3	0.5	2	1	-2.6	-2	nt	0
COc1ccc(S(=O)(=O)N(C)C[C@H]2Oc3c(NC(=O)NC(C)C)cccc3C(=O)N([C@H](C)CO)C[C@@H]2C)cc1	-1.2	-3.0	-4	-2	-1.0	-3	2	0.0	-2	0.5	0
CCOc1cc(/C=C2\C(=O)N(Cc3ccco3)C(C)=C2C(=O)OC)ccc1O	-2.0	-2.1	-9	-18	-0.6	1	6	-1.2	-7	-0.8	-1
COc1ccc(-c2nn(CCC(=O)O)cc2/C=N/NC(N)=S)cc1	-1.4	-4.6	2	-9	-0.4	-2	-1	-0.1	-2	-0.3	-3
CC1(C(=O)O)CCN1C(=O)c1cccc(OC(F)(F)F)c1 (stereo not drawn)	-1.1	-0.5	3	1	0.6	3	4	0.1	5	nt	-7
CCOc1ccc(C2C(C#N)=C(N)N(N(C)C)C3=C2C(=O)CC(C)(C)C3)cc1 (stereo not drawn)	-1.5	0.3	6	-3	0.0	2	2	-2.3	-4	-1.0	-1
COc1ccc(OCCCC(=O)Nc2cc(S(=O)(=O)N3CCCCC3)ccc2C)cc1	-1.6	-0.3	2	-3	-2.2	1	-8	-2.4	2	-1.5	-3
CCC(C)c1ccc(NC(=O)c2ccco2)cc1 (stereo not drawn)	0.3	11*	5	-4	3.1	3	-1	2.7	0	-4.2	5
Cc1ccc(NN2C(=O)C=C(c3ccccc3)C2=O)cc1	-1.5	-2.2	2	-1	0.0	-4	-11	0.8	1	nt	4

Limited to PLC-gamma1 inh, MBD2 DNA inh and DAX1 inh-2, for some of the entries so far:
Structure | PLC-gamma1 inh | MBD2 DNA inh | DAX1 inh-2
O=C(Nc1cccc2ccccc12)N1CCN(c2ncccn2)CC1 | -69 | -6 | 1.7
Cc1cc(OCC(=O)Nc2nccs2)c2c(C)c(C)c(=O)oc2c1 | -4 | 1 | 1.0

Next section
SMILES	ssDAF12 agonist	hgDAF-12 ag	MBD2 DNA inh	PLC-beta3 inh	DAX1 inh-1	ADAM17 inh	Rev-erbA mod	hcDAF12 agonist	PLC-gamma1 inh	DAX1 inh-2	SMARCA2 activ
CC1(C(=O)OCC(=O)Nc2cccc(S(=O)(=O)NC3=NCCCCC3)c2)CC1(Cl)Cl (stereo not drawn)	-2.0	-1.1	3	-4	0.5	0	-1	-2.1	0	0.9	-4
COCCNC(=O)C(OC(=O)c1ccco1)c1ccccc1Cl (stereo not drawn)	-1.7	0.7	3	-4	-0.5	-3	-1	1.6	-2	1.6	-2
CSC1=NC(=O)/C(=C/c2ccc(SC)cc2)S1	-1.2	13*	-4	-14	2.6	0	-10	2.5	-11	1.2	5
COc1ccc2oc(C(=O)NC3CCCCC3)c(C)c2c1	-0.1	16*	-1	-36	6.2*	-28	9	5.8*	-15	2.0	3
O=C(NCC1CCCO1)c1ccc2nc(N3CCCCC3)sc2c1 (stereo not drawn)	-0.9	6.3	-4	2	3.6	-1	0	1.5	3	2.8	3
Cc1c(N)cc(C(=O)N2CCOCC2)cc1[N+](=O)[O-]	-0.8	0.7	-4	2	0.0	1	-2	-0.9	2	-0.2	-1
COc1cc2c(cc1OC)CN(c1nc(CN3CCCC3)nc3sc(C)c(C)c13)CC2	-0.9	3.6	3	-21	0.0	-8	2	-1.7	-10	1.1	0
O=C(CN1C(=O)C2CCCCC2C1=O)Nc1nc(-c2ccccn2)cs1 (stereo not drawn)	-1.7	-4.7	-1	-7	-0.7	-5	1	0.2	-6	0.4	-1
Cc1ccc(-n2c(SCC(=O)c3ccccc3Br)nnc2-c2ccncc2)cc1	-1.0	-1.3	6	-1	-0.1	-1	-3	-1.8	-1	nt	2
C=CCn1cc(C(=O)N2CCN(c3ccccc3)CC2)c(=O)c2cc(S(=O)(=O)N3CCCC3)ccc21	-0.6	-0.3	-4	2	-0.3	0	-7	-0.7	1	0.3	-1
CN1Cc2c(N3CCOCC3)nc3sc(C#N)c(N)c3c2CC1(C)C	-0.6	-0.7	-7	i	0.5	-330	-2	3.1	i	5.4*	0
Cc1ccc(C)c(S(=O)(=O)N2CCCOC2CNC(=O)C(=O)NCc2ccco2)c1 (stereo not drawn)	-1.2	5.3	-4	-3	1.1	2	2	-1.8	-2	0.1	1
Cc1nn(CC(=O)Nc2ccc(C(=O)N(C)C)cc2)c(=O)c2ccccc12	-0.9	1.0	1	2	0.1	0	-1	-0.8	-1	1.5	1
COc1ccc2c(=O)c(-c3ccccc3)c(C)oc2c1	-1.4	-0.7	2	3	-0.1	-1	3	-1.0	2	-0.1	2
